PMI inhibitors: MPI enzyme activity inhibition – biochemical, fluorescence intensity, coupled assay, primary screen (AID 1209); purified PMI enzyme, coupled fluorescence intensity; higher % means a stronger effect; one-dose inhibition, % at 20 µM; IC50 in µM for titrated hits; 190,000 tested, 0.42% active;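 also: plate controls were DMSO vehicle for no effect and wells lacking substrate for full effect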
PMI inhibition: MPI inhibition at elevated mannose 6-phosphate – biochemical, fluorescence intensity, high mannose 6-phosphate, primary screen (AID 1220); recombinant PMI enzyme, coupled fluorescence intensity; higher % means a stronger effect; one-dose inhibition, % at 20 µM; IC50 in µM for titrated hits; 190,000 tested, 0.66% active
West Nile antiviral: West Nile virus antiviral activity, cell-based, CPE readout (AID 1621); West Nile virus-infected cells, CPE inhibition; higher % means a stronger effect; CPE inhibition, % at 10 µM; hits with a dose series show IC50 in µM; 290,000 tested, 0.02% active; in the data active = a potency from the dose series; inconclusive = CPE inhibition mostly from about 3.7% at the one dose, without a potency; inactive = the rest, 99 in 100 with CPE inhibition below about 2.2%; also: strong numbers were not always called active
M1AAP inhibition: P. falciparum M1AAP inhibitors, biochemical, fluorogenic H-Leu-NHMec substrate, 1536-well (AID 1445) | recombinant M1AAP, H-Leu-NHMec fluorogenic kinetic assay; higher % means a stronger effect | inhibition, % at 30 µM; hits with a dose series show IC50 in µM | 220,000 tested, 0.42% active;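 active = primary inhibition above the hit cutoff, then over 50% inhibition at one or more dose response concentrations, cut at about 23% in these data, passing the limit was not always enough; inconclusive = conflicting primary data, or primary hits not chosen for dose response; inactive = low primary inhibition, or under 50% at every dose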;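 also: plate controls were DMSO full reaction for no effect and no enzyme background for full effect; strong numbers were not always called active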
M17LAP inhibition: P. falciparum M17LAP inhibitors, primary screen, biochemical, fluorogenic H-Leu-NHMec substrate, 1536-well (AID 1619). recombinant M17LAP, H-Leu-NHMec fluorogenic kinetic assay; higher % means a stronger effect. inhibition, % at 30 µM, or IC50 in µM where a hit was titrated. 220,000 tested, 0.38% active;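 active = compound inhibiting the enzyme by more than half at any dose during confirmatory dose-response retesting; inconclusive = strong single-dose inhibitors picked by rank but not retested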;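 also: plate controls were full reaction with DMSO carrier for no effect and no enzyme background for full effect; strong numbers were not always called active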
TNAP activation fold: stimulation of alkaline phosphatase TNAP activity – biochemical, luminescent, no phosphate acceptor, uHTS, primary screen (AID 1001). 200,000 tested, 0.03% active. activation fold at 20 µM; hits with a dose series show EC50 in µM. purified TNAP, luminescent activation assay, no phosphate acceptor; higher activation fold means a stronger effect; in the data active = activation fold from about 3, or a potency from the dose series; inactive = the rest, 99 in 100 with activation fold below about 1.6; also: many of its hits are not listed in these tables
RSV antiviral HEp-2: inhibition of RSV-induced cytopathic effect – HEp-2 cells, primary 10 µM value included (AID 2391); HEp-2 cells, RSV-induced CPE inhibition; higher % means a stronger effect; CPE inhibition, % at 10 µM, or IC50 in µM where a hit was titrated; 310,000 tested, 0.13% active; in the data active = a potency from the dose series; inconclusive = CPE inhibition mostly from about 23% at the one dose, without a potency; inactive = the rest, 99 in 100 with CPE inhibition below about 21%; also: strong numbers were not always called active
K1F lysis inhibition: inhibition of K1F phage lysis, E. coli UTI89, bacterial capsule biogenesis inhibitors, alamar blue (AID 488966). E. coli UTI89 K1F phage lysis, alamar blue, 2 h; higher % means a stronger effect. inhibition, % at 100 µM; hits with a dose series show IC50 in µM. 340,000 tested, 0.02% active;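 active = phage lysis inhibition, versus mean bacterial control, above a set limit; inconclusive = no clear call, values can overlap the other calls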;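 also: capsule biogenesis inhibitors block K1F phage lysis so surviving cells raise fluorescence; higher fluorescence means more inhibition of phage lysis; actives were called in the ten point dose series up to 300 µM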
T cell HTS: T cell immune modulation candidate; 2C CD8+ T cell-vesicle binding, flow cytometry; stronger effect = lower value; calls only at 7 µM; 330,000 tested, 0.068% active;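 active = response, share of CD8 T cells binding vesicles, and their 90th percentile fluorescence all below set limits, cut at about 80% in these data, passing the limit was not always enough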
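Read-out – percent CD8+ FL2 mean versus row control · System – murine 2C transgenic CD8+ T lymphocytes · Times – 1.5 h cell–vesicle binding at 37 °C, then 20 min icy labelling · Control set – naked vesicles low, QL9 vesicles with vehicle high · Detection – cytometric PE anti-B7-1 and Alexa647 anti-CD8 signals after 1% paraformaldehyde fixation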
T cell HTS vesicle-bound %: further read-out of T cell HTS, marked with its call; double positive events, %; measured here: CD8+ vesicle-bound cell fraction;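 binding gate set so that unloaded-vesicle control wells show 10% double positive cells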
* marks the source's active call; other numbers are inactive results; [ ] = remark or other dose. Rule as the data show it, unless noted: active = inhibition above about 50%; inactive = the rest.

Screening O=C(NCc1cccnc1)Nc1cccc(C(F)(F)F)c1 returned West Nile antiviral -0.8%, RSV antiviral HEp-2 1.3%, K1F lysis inhibition 0.3%, T cell HTS inactive and T cell HTS vesicle-bound % 60.
`CN(C)CCOc1ccc(C(C)(C)c2ccccc2)cc1` gave PMI inhibitors 5%, PMI inhibition 6%, West Nile antiviral -0.9%, M1AAP inhibition -1%, M17LAP inhibition -1%, TNAP activation fold 1.1, RSV antiviral HEp-2 -1.9%, K1F lysis inhibition 0.1%, T cell HTS inactive and T cell HTS vesicle-bound % 45.
Screening COc1ccc2c(c1)C(=O)CC(c1ccc3c(c1)OCCO3)O2 (stereo not drawn) returned West Nile antiviral 0.3%, RSV antiviral HEp-2 4.7%, K1F lysis inhibition 0.0%, T cell HTS inactive and T cell HTS vesicle-bound % 24.
`CC(CCc1ccccc1)NC(=O)Cc1cccs1` (stereo not drawn) gave PMI inhibitors 15%, PMI inhibition 7%, West Nile antiviral -0.9%, M1AAP inhibition 2%, M17LAP inhibition 21%, TNAP activation fold 1, RSV antiviral HEp-2 0.2%, K1F lysis inhibition -0.5%, T cell HTS inactive and T cell HTS vesicle-bound % 28.
Screening Cc1ccc(-c2nc(SC(C)C(=O)N3CCOCC3)n[nH]2)cc1 (stereo not drawn) returned West Nile antiviral 0.4%, RSV antiviral HEp-2 0.9%, K1F lysis inhibition 0.1%, T cell HTS inactive and T cell HTS vesicle-bound % 58.
COc1cccc(NC(=O)COC(=O)Cc2ccc(Br)cc2)c1 was read as PMI inhibitors 1%, PMI inhibition -1%, West Nile antiviral 0.5%, M1AAP inhibition 1%, M17LAP inhibition 2%, TNAP activation fold 1.2, RSV antiviral HEp-2 0.0%, K1F lysis inhibition 0.2%, T cell HTS inactive and T cell HTS vesicle-bound % 55.
CCOC(=O)N1CCN(C(=O)C2CCN(S(=O)(=O)CC)CC2)CC1 was read as PMI inhibitors -13%, PMI inhibition -3%, West Nile antiviral 0.0%, M1AAP inhibition 1%, M17LAP inhibition 8%, TNAP activation fold 1.1, RSV antiviral HEp-2 2.1% and K1F lysis inhibition -0.9%.
COc1cc(C(=O)N2CCN(C(=O)c3ccccc3)CC2)cc(OC)c1OC was read as PMI inhibitors -6%, PMI inhibition -8%, West Nile antiviral -0.1%, M1AAP inhibition 0%, M17LAP inhibition 0%, TNAP activation fold 1.1, RSV antiviral HEp-2 0.2%, K1F lysis inhibition 1.7%, T cell HTS inactive and T cell HTS vesicle-bound % 32.
Nc1ccccc1-c1nc2ccccc2c(=O)o1 was read as West Nile antiviral 0.3%, RSV antiviral HEp-2 1.1%, K1F lysis inhibition 0.1%, T cell HTS inactive and T cell HTS vesicle-bound % 15.
COc1ccc(CNCCC(c2ccc(F)cc2)c2ccc(OC)cc2)cc1 (stereo not drawn) was read as PMI inhibitors -4%, PMI inhibition 1%, West Nile antiviral inconclusive, M1AAP inhibition 6%, M17LAP inhibition -5%, TNAP activation fold 1.1, RSV antiviral HEp-2 7.3%, K1F lysis inhibition 9.2%, T cell HTS inactive and T cell HTS vesicle-bound % 43.

Molecules from the list above with a halogen (three):
Screening O=C(NCc1cccnc1)Nc1cccc(C(F)(F)F)c1 returned West Nile antiviral -0.8%, RSV antiviral HEp-2 1.3%, K1F lysis inhibition 0.3%, T cell HTS inactive and T cell HTS vesicle-bound % 60.
COc1cccc(NC(=O)COC(=O)Cc2ccc(Br)cc2)c1 was read as PMI inhibitors 1%, PMI inhibition -1%, West Nile antiviral 0.5%, M1AAP inhibition 1%, M17LAP inhibition 2%, TNAP activation fold 1.2, RSV antiviral HEp-2 0.0%, K1F lysis inhibition 0.2%, T cell HTS inactive and T cell HTS vesicle-bound % 55.
COc1ccc(CNCCC(c2ccc(F)cc2)c2ccc(OC)cc2)cc1 (stereo not drawn) was read as PMI inhibitors -4%, PMI inhibition 1%, West Nile antiviral inconclusive, M1AAP inhibition 6%, M17LAP inhibition -5%, TNAP activation fold 1.1, RSV antiviral HEp-2 7.3%, K1F lysis inhibition 9.2%, T cell HTS inactive and T cell HTS vesicle-bound % 43.

The list goes on:
`CCOc1ccccc1N(CC(=O)Nc1ccc2c(c1)OCCO2)S(C)(=O)=O` gave PMI inhibitors -15%, PMI inhibition -6%, West Nile antiviral -0.2%, M1AAP inhibition 1%, M17LAP inhibition 16%, TNAP activation fold 1.1, RSV antiviral HEp-2 1.3%, K1F lysis inhibition -1.7%, T cell HTS inactive and T cell HTS vesicle-bound % 32.
Screening CCOc1ccc(OCCSc2nc(C)cc(=O)[nH]2)cc1 returned PMI inhibitors 7%, PMI inhibition 8%, West Nile antiviral 0.0%, M1AAP inhibition 3%, M17LAP inhibition 8%, TNAP activation fold 1.1, RSV antiviral HEp-2 4.0%, K1F lysis inhibition 0.3%[50 µM], T cell HTS inactive and T cell HTS vesicle-bound % 31.
Screening Cc1[nH]c2ccccc2c1/C=C(\C#N)C(=O)NCC1CCCO1 (stereo not drawn) returned PMI inhibitors 9%, PMI inhibition 8%, West Nile antiviral 0.3%, M1AAP inhibition 7%, M17LAP inhibition 11%, TNAP activation fold 1, RSV antiviral HEp-2 -2.2%, K1F lysis inhibition -1.0%, T cell HTS inactive and T cell HTS vesicle-bound % 44.
For Cc1cc(Br)c2[nH]c3c(c2c1)CCCC3=O the results were PMI inhibitors 11%, PMI inhibition 4%, West Nile antiviral -0.1%, M1AAP inhibition -1%, M17LAP inhibition 7%, TNAP activation fold 1.1, RSV antiviral HEp-2 22%, K1F lysis inhibition 0.4%, T cell HTS inactive and T cell HTS vesicle-bound % 34.
Screening CSc1nc(Sc2ccccc2)c2ccccc2n1 returned PMI inhibitors 20%, PMI inhibition 16%, West Nile antiviral 0.9%, M1AAP inhibition -3%, M17LAP inhibition -1%, TNAP activation fold 1, RSV antiviral HEp-2 1.3%, K1F lysis inhibition 0.6%, T cell HTS inactive and T cell HTS vesicle-bound % 24.
Screening O=S(=O)(Nc1cccc(CCc2ccccn2)c1)c1cc(Cl)ccc1Cl returned West Nile antiviral -0.7%, M1AAP inhibition -4%, M17LAP inhibition 3%, RSV antiviral HEp-2 12%, K1F lysis inhibition inactive, T cell HTS inactive and T cell HTS vesicle-bound % 2.
`CCOc1ccc2c(C)cc(=O)oc2c1OCC` gave PMI inhibitors -3%, PMI inhibition -10%, West Nile antiviral 0.2%, M1AAP inhibition 13%, M17LAP inhibition -1%, TNAP activation fold 1, RSV antiviral HEp-2 2.6%, K1F lysis inhibition 0.5%, T cell HTS inactive and T cell HTS vesicle-bound % 14.
For COc1cc(C(=O)Nc2cc(-c3nc4cc(C)ccc4o3)ccc2C)cc(OC)c1OC the results were PMI inhibitors 14%, PMI inhibition 15%, West Nile antiviral 0.1%, M1AAP inhibition 1%, M17LAP inhibition -6%, TNAP activation fold 1.2, RSV antiviral HEp-2 1.6%, K1F lysis inhibition 0.6%, T cell HTS inactive and T cell HTS vesicle-bound % 18.
`CCOC(=O)c1c(N)sc(-c2ccccc2)c1C` gave PMI inhibitors 16%, PMI inhibition 8%, West Nile antiviral inconclusive, M1AAP inhibition 4%, M17LAP inhibition -7%, TNAP activation fold 1, RSV antiviral HEp-2 23%, K1F lysis inhibition -5.9%, T cell HTS inactive and T cell HTS vesicle-bound % 16.
Screening O=C(O)CC(C(=O)OC1CCCCC1)N1CCOCC1 (stereo not drawn) returned PMI inhibitors 4%, PMI inhibition -2%, West Nile antiviral -0.7%, M1AAP inhibition 4%, M17LAP inhibition 1%, TNAP activation fold 1.1, RSV antiviral HEp-2 1.6%, K1F lysis inhibition -0.1%, T cell HTS inactive and T cell HTS vesicle-bound % 11.
CCOC(=O)C(NC(=O)c1ccccc1)(N1CCOCC1)C(F)(F)F (stereo not drawn) was read as PMI inhibitors 9%, PMI inhibition 14%, West Nile antiviral 0.4%, M1AAP inhibition 0%, M17LAP inhibition -2%, TNAP activation fold 1.1, RSV antiviral HEp-2 0.6%, K1F lysis inhibition 0.5%, T cell HTS inactive and T cell HTS vesicle-bound % 26.
Screening O=C(CCN1C(=O)/C(=C\C=C\c2ccccc2)SC1=S)Nc1ccc(C(=O)O)cc1 returned West Nile antiviral -1.1%, RSV antiviral HEp-2 2.4%, K1F lysis inhibition 2.3%[50 µM], T cell HTS inactive and T cell HTS vesicle-bound % 63.
`O=C(NC(=S)Nc1nc(-c2cccc([N+](=O)[O-])c2)cs1)c1cc(Cl)ccc1Cl` gave PMI inhibitors 3%, PMI inhibition 8%, West Nile antiviral -0.4%, M1AAP inhibition 8%, M17LAP inhibition 30%, TNAP activation fold 1, RSV antiviral HEp-2 17%, K1F lysis inhibition 0.4%, T cell HTS inactive and T cell HTS vesicle-bound % 16.
`Cn1c(C(=O)O)cc2cc(Oc3ccccc3)ccc21` gave West Nile antiviral 0.8%, RSV antiviral HEp-2 2.1%, K1F lysis inhibition 0.2%, T cell HTS inactive and T cell HTS vesicle-bound % 51.
`C=CCc1cc(/C=C2/NC(=O)N(CC(=O)OC)C2=O)cc(OC)c1O` gave PMI inhibitors -5%, PMI inhibition 0%, West Nile antiviral -0.2%, M1AAP inhibition 8%, M17LAP inhibition 17%, TNAP activation fold 1, RSV antiviral HEp-2 -0.9%, K1F lysis inhibition 0.5%, T cell HTS inactive and T cell HTS vesicle-bound % 33.
For N/C(=N\OC(=O)c1ccccc1Cl)c1ccc(Cl)cc1 the results were PMI inhibitors 14%, PMI inhibition 16%, West Nile antiviral 0.1%, M1AAP inhibition 1%, M17LAP inhibition 21%, TNAP activation fold 1.1, RSV antiviral HEp-2 6.5%, K1F lysis inhibition -0.3%, T cell HTS inactive and T cell HTS vesicle-bound % 58.
Cc1ccc(Nc2nc(N)nc(CN3CCN(C(=O)c4ccco4)CC3)n2)cc1Cl was read as PMI inhibitors 3%, PMI inhibition 4%, West Nile antiviral 0.4%, M1AAP inhibition 2%, M17LAP inhibition 9%, TNAP activation fold 1, RSV antiviral HEp-2 0.3%, K1F lysis inhibition -0.5%, T cell HTS inactive and T cell HTS vesicle-bound % 51.
Screening CC(C)(C)n1nnnc1C(c1ccc(C(F)(F)F)cc1)N(Cc1ccccc1)Cc1ccco1 (stereo not drawn) returned PMI inhibitors 17%, PMI inhibition 16%, M1AAP inhibition 1%, M17LAP inhibition 13%, TNAP activation fold 1, RSV antiviral HEp-2 26%, K1F lysis inhibition 0.6%, T cell HTS inactive and T cell HTS vesicle-bound % 32.

From PubChem BioAssay
